ZTA counter – ZTA (EBV) inhibition in EBNA-1 counter-screen; inhibition, % at 11 µM; ZTA-DNA binding, fluorescence polarization; hit rate 0.15% among 320,000; AID 2234; in the data active = inhibition above about 33%
Target sequence (P03206 whole entry, looked up): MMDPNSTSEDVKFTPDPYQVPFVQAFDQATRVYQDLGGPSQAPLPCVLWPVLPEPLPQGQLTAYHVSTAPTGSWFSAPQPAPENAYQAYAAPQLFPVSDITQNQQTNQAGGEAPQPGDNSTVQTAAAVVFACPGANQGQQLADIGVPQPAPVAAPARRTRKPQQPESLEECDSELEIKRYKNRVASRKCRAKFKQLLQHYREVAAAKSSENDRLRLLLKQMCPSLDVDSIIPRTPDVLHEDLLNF
EBNA-1 inhibitor – blocks EBNA-1 binding to DNA; EBNA-1 DNA binding, fluorescence polarization; inhibition, % at 14.8 µM; hit rate 0.34% among 300,000; in the data active = inhibition above about 28%
LYPLA1 inh – counter-screen for PME1 inhibitors: inhibitors of human LYPLA1; O75608; recombinant LYPLA1, FP-Rh probe fluorescence polarization; inhibition, % at 5.9 µM; hit rate 0.16% among 320,000;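 active = inhibition above the mean of all tested compounds plus 3 SD, set per campaign, cut at about 14% in these data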;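 also: inhibitors block serine hydrolase probe labeling of LYPLA1 so polarization falls; 0% = enzyme with DMSO and 100% = wells lacking LYPLA1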
Target sequence (O75608 whole entry, looked up): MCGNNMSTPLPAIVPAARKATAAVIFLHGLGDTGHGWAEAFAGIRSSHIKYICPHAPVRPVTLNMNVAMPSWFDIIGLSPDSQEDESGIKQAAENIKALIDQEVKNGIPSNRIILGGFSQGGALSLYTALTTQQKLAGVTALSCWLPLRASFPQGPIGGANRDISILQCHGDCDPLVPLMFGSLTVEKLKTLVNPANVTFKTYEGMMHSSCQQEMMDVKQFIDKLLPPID
LYPLA2 inh – blocks human lysophospholipase 2, a PME1 counter-screen; hit rate 0.38% among 320,000; recombinant LYPLA2, FP-Rh probe fluorescence polarization; inhibition, % at 5.9 µM; AID 2177; O95372;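 active = inhibition above the screen-wide mean plus 3 SD, limit set per campaign, cut at about 26% in these data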;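 also: 0% = LYPLA2 with DMSO and 100% = wells lacking LYPLA2 enzyme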
Target sequence (O95372 whole entry, looked up): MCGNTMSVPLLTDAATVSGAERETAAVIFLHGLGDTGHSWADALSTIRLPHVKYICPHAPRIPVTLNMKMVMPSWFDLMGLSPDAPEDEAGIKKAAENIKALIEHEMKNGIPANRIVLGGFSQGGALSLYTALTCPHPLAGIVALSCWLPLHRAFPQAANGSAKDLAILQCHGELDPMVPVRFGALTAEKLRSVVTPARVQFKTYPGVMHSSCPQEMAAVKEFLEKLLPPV
GSTO1 counter – blocks human GSTO1 in RBBP9 counter-screen; P78417; recombinant GSTO1, activity-based probe fluorescence polarization; inhibition, % at 5.96 µM; hit rate 1.1% among 300,000;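 active = inhibition above the campaign mean inhibition plus 3 SD, cut at about 35% in these data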;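 also: 0% = GSTO1-1 with DMSO and 100% = wells lacking GSTO1-1 enzyme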
Target sequence (P78417 whole entry, looked up): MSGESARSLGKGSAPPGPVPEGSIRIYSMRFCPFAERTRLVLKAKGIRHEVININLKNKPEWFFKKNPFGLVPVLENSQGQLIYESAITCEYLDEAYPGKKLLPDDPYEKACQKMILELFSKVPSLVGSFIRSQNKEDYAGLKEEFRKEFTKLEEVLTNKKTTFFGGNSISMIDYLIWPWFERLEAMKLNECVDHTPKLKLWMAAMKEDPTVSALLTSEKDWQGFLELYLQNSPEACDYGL
PAD4 FP inh – blocks human protein arginine deiminase 4 | recombinant PAD4, RCA probe fluorescence polarization | Q9UM07 | hit rate 0.41% among 330,000 | inhibition, % at 6.36 µM;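 active = percent inhibition above a cutoff equal to the mean of all tested compounds plus 3 SD, cut at about 15% in these data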;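 also: 0% = PAD4 with RCA probe and DMSO and 100% = probe without PAD4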
PAFAH1B3 inh – PAFAH1B3 (human) inhibition | hit rate 0.28% among 340,000 | recombinant PAFAH1B3, FP-rhodamine probe, fluorescence polarization | inhibition, % at 3.39 µM | AID 492972 | Q15102;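 active = inhibition above the screen-wide average of all tested compounds plus 3 SD, cut at about 25% in these data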;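 also: 0% = enzyme with DMSO only and 100% = wells lacking PAFAH1B3 protein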
PREPL inhibitor – human PREPL enzyme inhibition; recombinant PREPL, fluorescence polarization activity-based probe; inhibition, % at 5.96 µM; hit rate 0.68% among 320,000; in the data active = inhibition above about 43%;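 also: 0% = enzyme with DMSO and 100% = wells lacking enzyme; many of its hits are not listed in these tables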
PAFAH2 inh – inhibitors of human PAFAH2. Q99487. recombinant PAFAH2, FP-rhodamine activity probe, fluorescence polarization. inhibition, % at 3.39 µM. hit rate 0.99% among 340,000;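 active = inhibition above the mean over all tested compounds plus 3 SD, cut at about 30% in these data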;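 also: inhibitors block probe labeling of enzyme so polarization drops; 0% = enzyme with DMSO and 100% = wells lacking PAFAH2 protein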
* hit, by the source's call; . = not tested or not shown. This is a subset, so the mix of outcomes need not match the whole.

SMILES | ZTA counter | EBNA-1 inhibitor | LYPLA1 inh | LYPLA2 inh | GSTO1 counter | PAD4 FP inh | PAFAH1B3 inh | PREPL inhibitor | PAFAH2 inh
Cc1cc(C)nc(NC(=NCCc2c[nH]c3ccccc23)NC(=O)c2ccco2)n1 | 5 | -6 | -4 | 8 | -3 | -3 | 0 | -7 | -8
CC1CCN(C(=O)C2CCN(S(=O)(=O)N3CCC4(CC3)OCCO4)CC2)CC1 | -13 | -3 | 0 | 11 | 4 | 0 | 9 | 14 | 7
CCN1C(=O)CC(c2ccco2)Sc2ccccc21 (stereo unspecified) | 3 | 0 | -2 | -1 | 3 | -1 | 0 | -5 | 5
Cn1nnnc1SCC(=O)c1ccc2c(c1)OCCO2 | -4 | -13 | 0 | 4 | 1 | -3 | 13 | -1 | -1
CC1(C)CC(=O)C2=C(C1)N(c1ccccc1)C(N)=C(C#N)C2c1ccccc1 (stereo unspecified) | -2 | 3 | 2 | 4 | -3 | -2 | 9 | 12 | 2
Cn1nc(-c2ccc(Cl)cc2)c2cc(C(=O)N3CCN(C(=O)c4ccco4)CC3)sc21 | 10 | 0 | -11 | -8 | -4 | 0 | -8 | -1 | 3
Cc1sc(/N=C/c2c(O)ccc3ccccc23)c(C#N)c1C | 7 | -2 | -2 | -3 | 2 | -6 | . | -2 | .
Cc1cccc(CCNS(=O)(=O)c2cnc[nH]2)c1 | 1 | -5 | -2 | -5 | 8 | -5 | 3 | -3 | -1
O=C(NCCN1CCOCC1)C1CC(=O)N(c2ccc(F)cc2)C1 (stereo unspecified) | 2 | -1 | -2 | 1 | 8 | 0 | 2 | -3 | -7
CN(CC(=O)Nc1ccc(N2CCOCC2)cc1)C(=O)C1CCCC1 | -5 | -3 | -3 | 6 | -3 | -7 | 19 | 5 | 3
Cn1c(=O)[nH]c(=O)c2c1nc(N/N=C/c1cccnc1)n2Cc1ccc(Cl)cc1 | 9 | -4 | 1 | 3 | 0 | -4 | . | 2 | .
Cc1cc(C)c2sc(N(CCN(C)C)C(=O)c3c(F)cccc3F)nc2c1 | 6 | 1 | -4 | -1 | 6 | 3 | -2 | -7 | -1
CCC(CC)COC(=O)C(C#N)c1nc2ccccc2nc1N1CCOCC1 (stereo unspecified) | 28 | -2 | -4 | 0 | -5 | -3 | 4 | 6 | 12
CC(NC(=O)c1cccs1)c1nnc(SCc2ccc(Cl)cc2Cl)n1C (stereo unspecified) | 9 | 4 | -1 | -7 | 3 | 1 | 8 | 43* | -2
CN1CCN(CC(=O)Nc2ccccc2Oc2ccccc2)CC1 | -5 | 5 | -1 | 1 | 6 | -1 | 2 | -6 | 6
C=CCSc1nc(C)c(CCC(C)C)c(=O)[nH]1 | -14 | -4 | 1 | 6 | -12 | -2 | 0 | 1 | 4
COc1ccc(NC(=O)C2CC(c3ccc(Cl)cc3)=NO2)cc1OC (stereo unspecified) | -3 | 5 | 5 | 6 | -4 | -2 | 4 | 38 | 6
CSc1ccccc1NC(=O)COC(=O)c1cnc(C)cn1 | . | . | . | . | . | -4 | -2 | 26 | 2
Cc1cccc(N2C(=O)CC(N3CCC(c4nc5ccccc5[nH]4)CC3)C2=O)c1 (stereo unspecified) | 4 | 13 | 4 | 1 | 3 | -2 | 10 | 9 | -4
COc1ccc([C@H]2C(C(=O)O)=C[C@@H](CC3CCCC3)N2S(=O)(=O)c2ccc(C)cc2)cc1OC | . | . | . | . | . | -1 | 8 | 11 | 5
CCN1CCc2c(C#N)c(N3CCOCC3)nc(N3CCOCC3)c2C1 | 1 | -7 | 0 | -2 | -2 | -4 | 14 | 22 | 7
CCC(C(=O)NC1CC1)n1nc(C)c2c(C)n(-c3ccc(C)cc3)nc2c1=O (stereo unspecified) | 5 | 2 | 3 | 5 | -1 | 4 | 11 | 4 | 2
Cc1cccc(NC(=O)c2cc([N+](=O)[O-])ccc2Cl)c1O | -1 | 2 | 2 | 6 | 13 | -2 | -1 | -5 | -6
CCOc1ccc(N(C)C(=O)CCc2nnc3ccc(N4CCCCC4)nn23)cc1 | 20 | 7 | -3 | 2 | -8 | 5 | 5 | 10 | 0
Cc1ccc2sc(N(CCCN(C)C)C(=O)c3ccc(S(=O)(=O)N(C)C)cc3)nc2c1C | 7 | 4 | 2 | 9 | -2 | 5 | 0 | -11 | 2
O=C(N=Nc1c(O)[nH]c2ccc([N+](=O)[O-])cc12)c1ccccc1[N+](=O)[O-] | -5 | -5 | 1 | 6 | 43* | -17 | 3 | 14 | 12
CCOC(=O)c1ccc(N2CCN(c3ccc(F)cc3)CC2)c(NC(=O)Nc2cccc(OC)c2)c1 | -6 | 82* | -6 | -19 | -8 | 0 | -17 | 21 | -21
CC1N/C(=C\C(=O)c2ccccc2)N(O)C1(C)C (stereo unspecified) | 21 | -3 | 2 | 0 | 6 | -1 | 2 | -4 | 1
O=C(NCCO)c1nc2ccccc2s1 | 1 | -11 | 3 | 1 | 15 | 1 | 4 | -15 | -8
COc1ccc(-c2nc3ccccc3n2Cc2ccc(C)cc2)cc1 | 2 | -1 | -1 | 0 | -2 | -5 | 3 | -15 | 6
CCOC(=O)c1ccc([N+](=O)[O-])cc1NC(C)=O | -14 | -5 | -1 | 1 | 4 | -5 | 12 | -6 | -4
CCC(NC(=O)C(C)NC)C(=O)N1CCCC1C(=O)NC1CCCc2ccccc21 (stereo unspecified) | 14 | . | 0 | -7 | . | 0 | 8 | -1 | -5
COc1ccc(-c2ccc(CCC(=O)O)n2CC(=O)Nc2ccccc2C)cc1 | 2 | -7 | 0 | 1 | 5 | -2 | 10 | 14 | 1
O=C(CCc1ccc(S(=O)(=O)N2CCOCC2)cc1)Nc1ccc(F)cc1[N+](=O)[O-] | . | . | . | . | . | 0 | 9 | 9 | 0
N#CC1=C(SCc2ccccc2)NC(=O)CC1c1ccco1 (stereo unspecified) | -2 | 3 | -2 | -4 | -14 | -4 | 6 | -3 | 12
O=C(/C=C/c1ccc2c(c1)OCO2)Nc1cc(S(=O)(=O)N2CCOCC2)ccc1N1CCOCC1 | -1 | 0 | 2 | -2 | -3 | 4 | 1 | 16 | -2
CC(NC(=O)c1ccc(S(=O)(=O)N(C)C)cc1)c1ccc(-n2ccnc2)cc1 (stereo unspecified) | 8 | 8 | 3 | 13 | 4 | 0 | 8 | -3 | 3
CC1(C)CC(=O)C2=C(C1)NC(=S)C(C#N)C21CCCCC1 (stereo unspecified) | 10 | 1 | -1 | -1 | 4 | 6 | 5 | 13 | 5
Cc1oc(-c2ccccc2)cc1C(=O)NC(Cc1c[nH]c2ccccc12)C(=O)O (stereo unspecified) | 1 | 2 | -4 | -3 | -2 | -8 | 12 | 11 | 5
CCC(C)(C)NC(=O)C(c1ccc(OC)cc1)N(C(=O)CCC(=O)Nc1cc(C)on1)c1ccccc1OC (stereo unspecified) | 6 | 9 | -6 | 1 | -4 | 0 | 5 | 13 | 0
Cc1cc(NC(=O)CSc2nnc(-c3c[nH]c4ccccc34)n2C)no1 | 8 | 6 | -1 | 0 | 5 | -6 | 1 | 0 | 10
Cc1ccccc1NC(=O)CN(c1ccc(F)cc1)S(C)(=O)=O | -1 | -1 | 3 | 2 | 0 | -5 | 1 | -9 | 3
Cc1ccc(N=C2NC(=O)CC(C(=O)Nc3ccc4c(c3)OCO4)S2)cc1 (stereo unspecified) | 3 | -8 | 3 | 28* | 2 | 0 | 1 | 5 | 8
NC(=O)c1ccc(CN2CCC(Cc3ccccc3)CC2)cc1 | -3 | 3 | 5 | 2 | 6 | -2 | 9 | -4 | 7
Cc1ccc(N2CC(C(=O)NCc3n[nH]c(=O)c4ccccc34)CC2=O)cc1C (stereo unspecified) | -3 | -1 | 0 | 2 | -7 | -10 | 3 | 5 | -4
CCS(=O)(=O)N1N=C(c2cccc(NS(C)(=O)=O)c2)CC1c1cccs1 (stereo unspecified) | 10 | 4 | -2 | -1 | 2 | 1 | 5 | 5 | 0
C#CCOc1c(Cl)cc(/C=C2/C(=O)ON=C2C)cc1OC | 4 | 12 | -2 | -8 | 2 | -1 | -5 | 1 | 11
CCN(CC)CCNC(=S)Nc1ccc(Cl)cc1 | 4 | 0 | -4 | 2 | -7 | -3 | 5 | -10 | 1
NC1=NC(c2cn[nH]c2-c2cccc(F)c2)n2c(nc3ccccc32)N1 (stereo unspecified) | 12 | 9 | -3 | 2 | 11 | 0 | 0 | 36 | -7
Cc1[nH]c2ccccc2c1C(=O)COC(=O)c1ccc([N+](=O)[O-])s1 | 6 | -3 | -1 | 2 | 52* | -13 | 23 | 11 | 2
O=C(CCN1C(=O)C2CC=CCC2C1=O)NC1CCCCC1 (stereo unspecified) | -7 | 3 | 1 | 6 | 1 | 1 | 0 | 2 | -6
CCN(C(=O)COC(=O)c1ccccc1NC(=O)c1ccco1)C1CCS(=O)(=O)C1 (stereo unspecified) | -6 | -5 | 4 | 11 | 7 | -2 | 4 | 10 | 3
CCN(CC)CCN1c2ccccc2Sc2ccc3ccccc3c21 | 13 | -3 | -1 | 4 | 7 | -6 | 10 | 46* | 9
COc1ccccc1/C=C/c1onc(C)c1S(=O)(=O)N1CCC(C(=O)NC2CCCCCC2)CC1 | -8 | -3 | -1 | 10 | 6 | 1 | 4 | 11 | 3
COc1ccc(C=NC(CO)C(O)c2ccc([N+](=O)[O-])cc2)cc1 (stereo unspecified) | -2 | -4 | -2 | 1 | 7 | -5 | 0 | -1 | 2
CC1(C)CC(=O)c2sc(NS(=O)(=O)c3ccc(Cl)cc3)nc2C1 | -7 | 10 | -2 | -6 | -21 | 0 | 10 | -2 | 14
CCc1c(C)sc(NC(=O)c2cc(-c3ccc(OC)c(OC)c3)on2)c1C#N | -12 | -4 | 4 | 1 | 0 | -5 | 2 | 1 | 4
COc1ccc(N(CC(=O)NC2CC3CCC2C3)S(=O)(=O)c2ccc(C)c([N+](=O)[O-])c2)cc1 (stereo unspecified) | -4 | 5 | 1 | 0 | 7 | 0 | -9 | -5 | 6
CCN(CC)CCn1c(OC)cc(=O)[nH]c1=O | -6 | -1 | -6 | -3 | 4 | 3 | -2 | 10 | -19
CCSc1nnc(-c2cccnc2)n1-c1ccc(C)c(Cl)c1 | -14 | -5 | -3 | 1 | 10 | 2 | 3 | 12 | 1
Cn1c(=O)c2c(ncn2CC(=O)Nc2ccc(Cl)cc2Cl)n(C)c1=O | -5 | -9 | 2 | 5 | -2 | -2 | 1 | 20 | -2
O=C(Nc1nnc(C2CCCCC2)s1)c1ccc(Br)s1 | 7 | 7 | 1 | 1 | -6 | -3 | 8 | 2 | -6
CCOC(=O)c1ccccc1NC(=O)CSc1nnc(Cc2cccn2C)n1-c1ccc(C)cc1 | 10 | -5 | -2 | -6 | -5 | -6 | 11 | 21 | 5

Grouped by structure, the entries above containing two or more sulfur atoms (five)
SMILES | ZTA counter | EBNA-1 inhibitor | LYPLA1 inh | LYPLA2 inh | GSTO1 counter | PAD4 FP inh | PAFAH1B3 inh | PREPL inhibitor | PAFAH2 inh
CC(NC(=O)c1cccs1)c1nnc(SCc2ccc(Cl)cc2Cl)n1C (stereo unspecified) | 9 | 4 | -1 | -7 | 3 | 1 | 8 | 43* | -2
Cc1ccc2sc(N(CCCN(C)C)C(=O)c3ccc(S(=O)(=O)N(C)C)cc3)nc2c1C | 7 | 4 | 2 | 9 | -2 | 5 | 0 | -11 | 2
CCS(=O)(=O)N1N=C(c2cccc(NS(C)(=O)=O)c2)CC1c1cccs1 (stereo unspecified) | 10 | 4 | -2 | -1 | 2 | 1 | 5 | 5 | 0
CC1(C)CC(=O)c2sc(NS(=O)(=O)c3ccc(Cl)cc3)nc2C1 | -7 | 10 | -2 | -6 | -21 | 0 | 10 | -2 | 14
O=C(Nc1nnc(C2CCCCC2)s1)c1ccc(Br)s1 | 7 | 7 | 1 | 1 | -6 | -3 | 8 | 2 | -6

Screening results as filed in PubChem.
